High-throughput results as filed in PubChem.
H9c2 protect – protects H9c2 cardiomyocytes from peroxide injury; H2O2 injury protection, ATPLite, 2 h; protection from H2O2 cell death, % at 20 µM; 360,000 compounds, 0.63% hits; AID 588492;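 active means compounds giving at least 50% protection of heart cells from peroxide-induced death in the single-dose screen, raw or plate-pattern-corrected value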;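 further: 0% = DMSO wells with peroxide and 100% = DMSO wells without peroxide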
ABCB6 inh MLPCN – blocks the human ABCB6 transporter; fluorescence ratio to DMSO, % at 10 µM; K562-ABCB6 porphyrin accumulation, flow cytometry, 1 h; stronger effect = lower value; 360,000 compounds, 0.19% hits; AID 602162;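 active means fluorescence ratio to DMSO below 75%, the collection mean minus 3 SD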;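 further: signal is porphyrin accumulated inside mitochondria; 100% equals median channel fluorescence of DMSO control wells; lower ratio means ABCB6 inhibition with less porphyrin fluorescence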
Target sequence (Q9NP58 whole entry, looked up): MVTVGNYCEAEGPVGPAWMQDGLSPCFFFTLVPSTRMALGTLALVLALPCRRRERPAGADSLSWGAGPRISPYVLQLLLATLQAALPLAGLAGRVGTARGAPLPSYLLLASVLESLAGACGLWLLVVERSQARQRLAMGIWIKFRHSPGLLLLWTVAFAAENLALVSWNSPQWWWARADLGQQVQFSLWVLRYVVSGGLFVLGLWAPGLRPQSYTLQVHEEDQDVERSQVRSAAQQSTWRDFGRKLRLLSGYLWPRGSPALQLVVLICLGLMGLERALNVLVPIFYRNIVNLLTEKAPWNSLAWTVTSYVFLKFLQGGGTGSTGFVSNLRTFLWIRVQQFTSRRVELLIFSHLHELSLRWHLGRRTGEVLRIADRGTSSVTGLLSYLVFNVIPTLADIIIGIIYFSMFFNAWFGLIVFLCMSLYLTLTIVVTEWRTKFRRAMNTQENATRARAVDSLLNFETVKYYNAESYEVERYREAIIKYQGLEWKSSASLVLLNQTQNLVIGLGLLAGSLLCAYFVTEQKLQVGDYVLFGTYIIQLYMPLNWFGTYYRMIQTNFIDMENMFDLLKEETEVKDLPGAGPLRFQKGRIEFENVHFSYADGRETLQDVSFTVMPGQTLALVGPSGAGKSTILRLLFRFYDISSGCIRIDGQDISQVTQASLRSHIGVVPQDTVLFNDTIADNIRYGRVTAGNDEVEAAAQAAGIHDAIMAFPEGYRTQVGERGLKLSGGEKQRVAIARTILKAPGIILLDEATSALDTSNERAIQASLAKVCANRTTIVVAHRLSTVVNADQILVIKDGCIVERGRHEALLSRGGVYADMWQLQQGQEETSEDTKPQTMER
TLR9-MyD88 block – TLR9-MyD88 interaction inhibition. CHO BLA complementation TLR9-MyD88, CCF4 FRET ratio. 340,000 compounds, 0.21% hits. inhibition, % at 4.98 µM. AID 504734. Q9NR96+Q99836;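 active means inhibition above the mean over all tested compounds plus 3 SD, cut at about 21% in these data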;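 further: 0% = DMSO only wells and 100% = clavulanate BLA inhibitor control wells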
HTR2A ag – mouse HTR2A agonism via beta-arrestin recruitment. activation, % at 7.6 µM. P35363. 360,000 compounds, 0.66% hits. AID 624169. CHO-K1 mHTR2A beta-arrestin complementation, luminescence; percent of 30 µM serotonin response;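 active means activation above a run cutoff, the mean activation of all tested compounds plus 3 SD, cut at about 14% in these data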;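 further: 0% = plate median of compound wells and 100% = 30 µM serotonin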
N-glyco inh – N-linked glycosylation inhibition; D54 ERlucT glycosylation luciferase reporter, 24 h; percent of 100 nM tunicamycin response; reporter increase, % at 12.5 µM; 360,000 compounds, 0.23% hits; AID 588692;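 active means mean luciferase reporter signal, scaled so untreated is 0 and the glycosylation-blocking control 100, at or above a set limit in every replicate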;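 further: luciferase carries N-glycosylation sites so blocking glycosylation raises the light; 0% = median of neutral control wells and 100% = median of 100 nM tunicamycin wells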
MC4R ag barr – human MC4R agonism via beta-arrestin | P32245 | U2OS MC4R beta-arrestin complementation, luminescence; percent of melanotan II response, DMSO zero | activation, % at 8.9 µM | 360,000 compounds, 0.98% hits | AID 540308;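 active means activation above a per-plate cutoff, the mean activation of sample wells on that plate plus 3 SD, cut at about 8% in these data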
MC4R antagonist – human MC4R antagonism in cAMP assay | AID 540295 | 360,000 compounds, 0.48% hits | MC4R-expressing cells, MTII-stimulated cAMP, LANCE TR-FRET | inhibition, % at 6.5 µM;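 active means inhibition above its plate's cutoff, the mean of tested wells on that plate plus 3 SD, cut at about 29% in these data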;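 further: 0% = Melanotan II alone and 100% = Melanotan II plus saturating MCL0020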
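Assay system: U2OS-MC4R stable cell line; Also added: Melanotan II; Technique: Eu-cAMP/anti-cAMP TR-FRET, emission 671 nm; Times: 30-min compound, 1-h challenge, 1-h detection, room temperature.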
NOD2 RIPK2 PPI – inhibitors of human NOD2-RIPK2 interaction; O43353; CHO BLA complementation NOD2-RIPK2, CCF4 ratio; inhibition, % at 4.98 µM; 360,000 compounds, 0.38% hits; AID 624267; in the data active means inhibition above about 21%;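 further: 0% = vehicle only and 100% = reference blocker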
ABHD5-PLIN5 inh – blocks binding of human ABHD5 to perilipin-5. Q00G26+Q8WTS1. Split G. princeps luciferase complementation, luminescence, 4 h. inhibition, % at 4 µM. 360,000 compounds, 0.78% hits;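 active means inhibition above the mean inhibition across every tested compound plus 3 SD, cut at about 22% in these data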;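 further: 0% = DMSO only wells and the 100% control is not disclosed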
SRC2 inh – human SRC2 (NCOA2) inhibition. HEK293 GAL4-SRC2 luciferase reporter, luminescence. 370,000 compounds, 0.17% hits. AID 651957. inhibition, % at 9 µM;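 active means inhibition above the mean inhibition of all tested compounds plus 3 SD, set per campaign, cut at about 52% in these data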;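 further: 0% = DMSO treated cells and 100% = cells given Gossypol at 36 µM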
The depositor's hits bear a star; nt = not tested or not shown. Not all compounds are listed; the hit share may differ from the screen's.

structure	ABCB6 inh MLPCN	ABHD5-PLIN5 inh	H9c2 protect	MC4R ag barr	N-glyco inh	SRC2 inh	MC4R antagonist	NOD2 RIPK2 PPI	TLR9-MyD88 block	HTR2A ag
CCOCCCNC(=O)c1c[nH]c2c(CC)cccc2c1=O	94	-2	0	-2.1	3	-12	1	-5	-3	2
COc1cccc(CNC(=O)CCC2CCCN(C(=O)c3ccc(F)c(Cl)c3)C2)c1 (centres undefined)	97	-1	3	-1.5	-3	17	2	-3	8	3
CC(=O)N1N=C(c2ccc(Cl)cc2)OC1(C)C	102	-2	6	1.0	4	-16	22	-2	4	2
C/C(=N\NC(=O)C(N)=O)c1ccc(OC(F)F)cc1	97	-6	5	0.2	1	6	26	6	-4	0
CCN(CC)S(=O)(=O)c1ccc(NC(=O)COC(=O)c2cnc(C)cn2)cc1	103	-6	9	-3.1	3	-13	6	1	-32	-1
c1ccc(Cc2nnc3sc(-c4cccnc4)nn23)cc1	95	-5	-1	0.5	-5	10	0	-6	5	0
Cc1nn(Cc2ccc(Cl)c(Cl)c2)c(C)c1NC(=O)c1cc(CC(C)C)on1	95	-1	-33	-1.1	-5	3	-5	-4	2	-2
O=S1(=O)CCOC[C@H](CC2CCCCC2)N1Cc1ccc(Cl)cc1	100	-1	-18	0.9	-7	-11	-6	-7	4	2
CCN(CC(=O)Nc1ccc(NC(C)=O)cc1)C(=O)c1ccc(N2CCC(C)CC2)c([N+](=O)[O-])c1	90	-6	6	-1.2	2	-9	2	-12	-4	-1
CCC(=O)c1ccc(OCC(=O)N(CC)CC(=O)Nc2ccccc2OC)cc1	92	-4	6	-1.5	0	15	3	-2	4	-4
Cc1nc2c(cnn2-c2ccccc2)c(=O)n1/N=C/c1ccccc1	94	1	2	-1.1	-4	-17	3	0	-1	0
Cc1cc(=O)[nH]c(N/N=C/c2cc(C)n(-c3ccccc3)c2C)n1	98	12	4	3.6	-5	-6	-7	2	-6	-1
O=c1c2ccccc2n(Cc2ccccc2F)c(=O)n1Cc1ccccc1F	99	-1	5	-1.4	-6	-23	14	-5	0	-2
O=C(Nc1ccc(Cl)cc1)Nc1ccc2c(c1)OCO2	103	-5	-8	-1.5	-8	-82	-2	-6	-14	-5
COCOCCn1cc(CN2CCS(=O)(=O)N(Cc3ccc(-c4ccc(F)nc4)cc3)C(CC(C)C)C2=O)nn1 (centres undefined)	99	-1	22	-1.3	4	-9	17	0	-3	5

New compounds follow:
structure	ABCB6 inh MLPCN	ABHD5-PLIN5 inh	H9c2 protect	MC4R ag barr	N-glyco inh	SRC2 inh	MC4R antagonist	NOD2 RIPK2 PPI	TLR9-MyD88 block	HTR2A ag
COC(=O)C1C(OC)=CC(=O)C2CCCCC21 (centres undefined)	100	0	2	0.6	1	-11	6	-12	1	-1
c1ccc(OCCN2CCN(C(c3ccccc3)c3ccccc3)CC2)cc1	93	2	-18	0.0	-6	14	-5	-1	3	-8
COc1cc2c(cc1[N+](=O)[O-])-c1ccc([N+](=O)[O-])cc1C2=NNC(N)=S	94	-1	2	-3.6	0	nt	5	7	-5	-3
COc1ccc(C(=O)Nc2ccc3c(c2)nc2n3CCSC2)cc1	94	0	-6	-1.8	-2	-102	4	4	-2	-1
COCCn1c(SCC(=O)Nc2cc(C)on2)nc2c(c1=O)SC(C)C2 (centres undefined)	87	2	-1	-2.1	4	-1	-6	1	6	2
Cc1nnc(SCc2cc(=O)oc3ccc4ccccc4c23)n1Cc1ccccc1	105	-1	0	-0.5	1	2	14	5	6	1
Cc1cc(C)n(C(=O)Cn2nc(C)c(Cl)c2C)n1	91	0	2	-0.2	1	8	2	8	1	2
Cn1c(CO)cnc1S(=O)(=O)Cc1ccc([N+](=O)[O-])cc1	103	5	15	-1.0	4	-29	7	-1	7	1
Cc1ccc(C(C)C)c(OCC(=O)NN=C2CCCC(=O)C2)c1	97	3	16	-0.1	5	28	6	2	-2	-3
COc1ccc(NC(=O)CSCC(=O)NCCc2ccccn2)cc1	95	-3	2	-1.2	3	5	0	-5	-1	-3
COc1ccc(NC(=O)CNC(=O)CC23CC4CC(CC(C4)C2)C3)c(OC)c1	95	15	-3	0.2	-1	27	1	5	-4	0
COc1cc(C(=O)Nc2nc3ccccc3[nH]2)cc(OC)c1OC	98	-2	12	-0.5	3	-16	8	8	7	-2
O=C(O)Cc1sc(NCc2ccco2)nc1-c1ccccc1	113	6	4	3.8	1	-22	11	-3	-17	-3
CCOC(=O)C1CCCN(C(=O)COc2ccccc2F)C1 (centres undefined)	104	-1	4	-2.6	-3	16	10	5	-1	-2
O=C(NCC#CCOCc1ccccc1)c1ccccc1	98	-5	-2	0.0	1	10	-2	-18	-6	2

Next part
structure	ABCB6 inh MLPCN	ABHD5-PLIN5 inh	H9c2 protect	MC4R ag barr	N-glyco inh	SRC2 inh	MC4R antagonist	NOD2 RIPK2 PPI	TLR9-MyD88 block	HTR2A ag
NNc1nc(-c2ccccc2)cs1	101	-7	-2	3.3	-1	-10	-9	0	5	5
Cc1cccnc1CCNC(=O)CCc1nnc(-c2ccccc2)o1	106	8	6	1.0	1	0	4	0	-3	5
COc1cc2ccccc2cc1C(=O)N(CCN(C)C)c1nc2ccc(C)cc2s1	90	19	3	-0.7	12	-12	1	-1	-11	-4
COC(=O)CC(c1ccc(C(C)C)cc1)n1cccc1 (centres undefined)	98	2	-6	-1.8	-1	-6	2	-5	-4	0
CCN(CC)C(=O)c1nc[nH]c1C(=O)O[C@@H](C)c1ccccc1	100	-6	6	-0.4	3	-3	8	-4	1	3
Cc1cc(NC(=O)COc2cccc(Oc3ccccc3)c2)no1	101	8	-10	3.4	20	-3	-10	0	2	0
Cc1cccc(Oc2sc(C(=O)c3ccccc3)c(N)c2C#N)c1	100	-4	-13	-0.5	-3	24	-1	-3	3	-2
CCOC(=O)C1=C(COC(=O)c2ncc(Cl)c(Cl)c2Cl)NC(=O)NC1C (centres undefined)	101	-4	-3	-1.7	5	-7	-38	5	5	3
O=C(Nc1cccnc1N1CCOCC1)c1ccco1	93	-2	-4	0.3	-1	7	0	0	9	1
O=C(NNc1nc2c(F)cccc2s1)C1=COCCO1	97	-4	-7	-2.3	1	3	3	4	9	-4
N#C/C(=C\c1c(F)cccc1Cl)C(=O)NC1CC1	91	23*	0	-3.3	2	-24	22	-6	-5	2
CCOc1cc(NC(=O)C2CCCCC2)c(OCC)cc1NC(=O)c1ccco1	97	-2	13	-1.6	2	22	5	-2	1	1
CCCNC(=O)N1CCN(C(=O)NCCC)CC1	96	1	-3	0.1	4	-13	1	-2	-3	-2
CC(C)CNC(=O)c1cc(-c2ccc3c(c2)OCO3)on1	98	-2	-11	-0.4	-13	-59	3	-2	-3	1
CCCOc1ccc(N2C(=O)CC(NCc3ccc(S(N)(=O)=O)cc3)C2=O)cc1 (centres undefined)	98	2	-3	-1.3	1	-30	12	4	-3	5

New compounds follow:
structure	ABCB6 inh MLPCN	ABHD5-PLIN5 inh	H9c2 protect	MC4R ag barr	N-glyco inh	SRC2 inh	MC4R antagonist	NOD2 RIPK2 PPI	TLR9-MyD88 block	HTR2A ag
CCc1ccc(N2CN(CCc3ccccc3)CNC2=S)cc1	92	3	-4	-0.8	0	-1	22	1	nt	6
O=C(CC(=O)Nc1cccc(F)c1)Nc1cccc(F)c1	99	1	2	-1.7	0	-18	17	2	-10	-2
O=C(NCCCn1ccnc1)c1ccc(Cl)cc1	98	7	-3	0.1	-1	-2	-1	-11	-10	-4
Cc1ccc(NC(=O)CSc2nnc(NC(=O)C3CC3)s2)cc1	103	-4	-5	-3.6	0	9	-2	7	-11	1
CN(Cc1nccn1C)C(=O)CC1C(=O)NCCN1CC(c1ccccc1)c1ccccc1 (centres undefined)	122	3	4	-0.1	3	6	4	6	1	-2
C=CC[C@@H](CC(=O)N[C@H](CO)Cc1ccccc1)C(=O)N[C@H](COC(=O)[C@@H](CC=C)Cc1ccc(F)cc1)C(C)(C)C	94	-11	-3	1.9	1	24	8	-7	2	3
COC(=O)/C=C/c1c(C)[nH]c(=O)[nH]c1=O	103	-3	1	0.5	-1	4	7	-1	-8	2
Cc1ccc(CN2CCN(c3ncccn3)CC2)c(C)c1	101	0	-3	1.3	3	8	-1	-4	9	26*
C[C@H](CO)N1C[C@H](C)[C@@H](CN(C)C(=O)Nc2ccc3c(c2)OCO3)Oc2ccc(NC(=O)Nc3ccc(C(F)(F)F)cc3)cc2C1=O	105	-1	-7	-0.5	1	1	17	-10	-2	2
CCn1cc(C2=NOC(C(=O)Nc3c(C)nn(Cc4ccc(F)cc4)c3C)C2)c(C)n1 (centres undefined)	98	0	-2	-1.4	1	4	5	-2	-5	2
O=C1C=CC(=O)N1Nc1ccc(Br)cc1	99	3	-5	4.3	3	2	-1	3	4	0
NC(=O)c1ccccc1N/C=C1\CCCCC1=O	103	0	8	1.0	1	-31	9	8	-5	8
CN(Cc1ccccc1)S(=O)(=O)c1csc(C(N)=O)c1	98	10	-1	0.4	-3	2	8	-3	0	9
CC(C)(c1cc(Br)c(O)c(Br)c1)c1cc(Br)c(O)c(Br)c1	101	-1	-4	-1.1	1	10	2	6	-3	-1
Cc1ccc(CNC(=O)C(OC(=O)c2cccs2)C(C)C)cc1 (centres undefined)	88	6	-2	-0.2	-1	-41	2	-1	15	5

Following part.
structure	ABCB6 inh MLPCN	ABHD5-PLIN5 inh	H9c2 protect	MC4R ag barr	N-glyco inh	SRC2 inh	MC4R antagonist	NOD2 RIPK2 PPI	TLR9-MyD88 block	HTR2A ag
O=C(c1cc(-c2ccccc2)on1)N(Cc1cccnc1)C(c1ccccn1)c1nc2ccccc2[nH]1 (centres undefined)	84	10	30	nt	-1	24	nt	0	nt	-3
CC(Sc1nc(-c2ccccc2)cc(C(F)(F)F)n1)C(=O)Nc1ccc2c(c1)OCO2 (centres undefined)	103	-1	-12	1.1	-1	-3	1	-13	8	7
CCC(C)NC(=O)C1CC(c2ccc(OC)cc2)=NO1 (centres undefined)	106	1	7	-1.7	1	-42	17	0	-6	0
NC(=O)c1cccc(-c2ccnc3c2CC(C(=O)NCc2ccco2)O3)c1 (centres undefined)	100	0	16	-1.9	18	-10	-5	5	nt	-5
COc1ccc(-n2c(SCC(=O)Nc3ccccc3)nc(O)cc2=O)cc1	103	1	0	-4.3	-2	-1	0	-2	-16	6
Cc1ccc(-c2nn3c(C)nnc3c3ccccc23)cc1S(=O)(=O)NCc1ccco1	99	-1	28	-1.2	15	-34	-26	1	7	2
Cc1ccc(NC(=S)N/N=C/c2ccc([N+](=O)[O-])s2)cc1	127	-11	6	-7.1	-16	-33	0	-12	-11	-6
CCN(C[C@H]1N[C@@](CC)(C(=O)OC)[C@H]2C(=O)N(Cc3ccccc3)C(=O)[C@@H]12)S(=O)(=O)c1ccc(C(C)(C)C)cc1	103	-1	-4	0.7	-8	-17	3	-6	-3	2
CCn1c(-c2cccn(Cc3ccc(Cl)cc3Cl)c2=O)n[nH]c1=S	104	-2	-10	-1.4	1	10	-5	-5	-15	1
C=CCn1c(-c2cccn(Cc3cccc(Cl)c3)c2=O)n[nH]c1=S	100	2	-6	-1.5	2	-11	-7	7	5	10
Cc1ccc(-c2nc3nc4ccccc4nc3n2Cc2ccco2)cc1	88	7	-4	4.3	-12	-51	13	-4	-31	0
